# VLA-4 antagonist: blocks LDV-FITC ligand binding to Mn2+-activated human VLA-4 integrin; hit rate 0.2% among 24,000; P13612; Jurkat cells, LDV-FITC binding with Mn2+, flow cytometry; 100% = Mn2+-driven binding gain fully reversed; inhibition, % at 10 µM (by protocol);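 active = inhibition above 50%; inconclusive = compound itself fluorescent, judged against control cell fluorescence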;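 note: 0% = Mn2+ stimulated cells lacking compound and 100% = ligand binding without Mn2+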
# Target sequence (P13612 whole entry, looked up): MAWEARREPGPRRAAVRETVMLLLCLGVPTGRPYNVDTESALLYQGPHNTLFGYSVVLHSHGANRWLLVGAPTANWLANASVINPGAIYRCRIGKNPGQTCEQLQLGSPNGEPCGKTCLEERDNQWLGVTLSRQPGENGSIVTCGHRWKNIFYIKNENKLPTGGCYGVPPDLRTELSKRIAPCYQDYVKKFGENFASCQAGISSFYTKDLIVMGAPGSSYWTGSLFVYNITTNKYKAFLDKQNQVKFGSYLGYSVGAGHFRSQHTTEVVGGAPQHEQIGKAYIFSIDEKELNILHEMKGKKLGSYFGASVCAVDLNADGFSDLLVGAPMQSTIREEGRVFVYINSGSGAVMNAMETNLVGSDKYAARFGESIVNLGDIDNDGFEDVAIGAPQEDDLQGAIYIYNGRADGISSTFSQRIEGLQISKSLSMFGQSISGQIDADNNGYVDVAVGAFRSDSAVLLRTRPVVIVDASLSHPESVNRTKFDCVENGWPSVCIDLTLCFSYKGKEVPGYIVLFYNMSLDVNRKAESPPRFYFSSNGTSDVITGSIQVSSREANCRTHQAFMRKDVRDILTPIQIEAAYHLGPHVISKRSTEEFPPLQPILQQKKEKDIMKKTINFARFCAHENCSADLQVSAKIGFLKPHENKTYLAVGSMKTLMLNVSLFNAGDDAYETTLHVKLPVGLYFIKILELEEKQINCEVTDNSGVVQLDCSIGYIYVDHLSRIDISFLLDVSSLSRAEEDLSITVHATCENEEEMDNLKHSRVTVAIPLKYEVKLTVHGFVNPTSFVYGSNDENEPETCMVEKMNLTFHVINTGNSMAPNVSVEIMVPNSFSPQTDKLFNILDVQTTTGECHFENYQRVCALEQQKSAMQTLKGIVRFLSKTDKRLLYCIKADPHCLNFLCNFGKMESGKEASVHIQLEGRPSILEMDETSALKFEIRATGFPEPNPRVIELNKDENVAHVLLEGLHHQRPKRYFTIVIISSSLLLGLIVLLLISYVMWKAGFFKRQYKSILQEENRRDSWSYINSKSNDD
# Prostate diff: activators of LNCaP prostate cell differentiation; flow cytometry side scatter, 4 d; side scatter shift, % at 10 µM; hit rate 0.56% among 24,000; AID 795;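 active = side scatter shift above 30%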;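 note: androgen-responsive LNCaP prostate cancer cells in charcoal-stripped serum medium; percent of cells past a gate set so DMSO wells show 10% shift; higher shift means more granular cells and more differentiation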
# VLA-4 allo ag: allosterically activates the human VLA-4 integrin; P13612; Jurkat cells, LDV-FITC binding, flow cytometry; activation, % at 10 µM (by protocol); 24,000 tested, under 10 active; AID 528;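 active = fluorescent ligand binding to cells raised by more than 40% of the manganese-induced maximum; inconclusive = compound's own fluorescence above 85% of the ligand control signal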;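 note: 0% = ligand binding without compound and 100% = manganese-stimulated maximal binding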
# Autofluor Jurkat: counter-screen for VLA-4 integrin: compound autofluorescence in Jurkat cells; flow cytometry; hits give high values; 1 = vehicle-only cell background; fluorescence ratio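 (tested at 10 µM compound in the well)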; hit rate 0.61% among 24,000; AID 576;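 active = fluorescence ratio above 2.44, which is 1 plus 3 SD of all ratios; inconclusive = signal too bright to measure linearly, ratio around 10 or more; inactive = fluorescence ratio below 2.44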;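 note: green fluorescence of cells measured with 488 nm excitation and 530 nm emission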
# Starred values were filed as active, the others as inactive; ? = inconclusive. The list is partial; rates above refer to the full screens.
canonical_smiles	VLA-4 antagonist	Prostate diff	VLA-4 allo ag	Autofluor Jurkat
CCN(CC)CCNC(=O)c1ccc2c(c1)ncn2C1CCCCC1	15	10	1	1
O=C(CSc1ncnc2c1cnn2Cc1ccccc1)Nc1ccc2c(c1)OCCO2	-26	1	0	1
O=C(c1ccco1)N1CCN(C(=O)C2(S(=O)(=O)c3ccc(Cl)cc3)CC2)CC1	2	1	3	0.99
COc1ccc(NC(=O)c2ccc3c(c2)n(C)c(=O)n3C)cc1	?	5	?	0.89
Cc1nc2c3ccccc3[nH]c(=O)n2n1	-2	3	-8	1.1
Cc1cc(NC(=O)COc2cccc3cccnc23)no1	-12	2	4	1.5
O=C(NCC(c1cccnc1)N1CCN(c2ccccc2)CC1)c1ccc2c(c1)OCO2 (configuration not stated)	10	3	-4	1
CC1(C)CC(=O)c2cnc(NCc3ccco3)nc2C1	-17	8	1	1
O=C(COc1ccccc1)NCCSCc1ccco1	-9	9	-1	0.98
CN(CC(=O)N1CCCc2c1c(=O)oc1ccc(O)cc21)Cc1ccccc1	15	7	-7	1
COc1ccc(NC(=O)CSc2nc3ccccc3c(=O)n2-c2ccc3c(c2)OCO3)c(OC)c1	?	7	?	1.1
COc1ccc(Cn2c(CCC(=O)O)nc3cccnc32)cc1	-1	8	1	1.1
O=C(C1CC(c2ccc(F)cc2)=NO1)N1CCCCC1 (configuration not stated)	6	5	-2	1
CCN(CCNC(=O)C1CCN(Cc2nc(-c3ccc(Cl)cc3)oc2C)CC1)c1ccccc1	?	66*	?	1.6
CCCS(=O)(=O)N1CCC(C(=O)NCc2cccnc2)CC1	6	7	0	1
CC1CCCCC1n1c(=S)[nH]c2ccccc2c1=O (configuration not stated)	7	10	-4	1.1
CCCN1C(=O)SC(CC(=O)Nc2ccc(Br)cc2)C1=O (configuration not stated)	-2	10	-8	1.1
O=C1NCCN1C(=O)c1ccccc1F	-3	5	1	1.1
CCOC(=O)c1cc(-c2ccc(Cl)s2)nc2c1c(C)nn2C	-8	10	-2	1.2
CCCCOC(=O)CSCC(=O)Nc1cc(C)on1	-3	8	1	1.1
CCC(=O)Nc1cccc(Br)c1	-23	9	4	1.1
O=C(NCc1ccccc1)C1CCCN(S(=O)(=O)c2cccnc2)C1 (configuration not stated)	-4	12	1	1.1
Cc1ccc(C)c(-n2nnnc2SCC(=O)NCCC2=CCCCC2)c1	-3	6	-2	1
Cc1cc(S(=O)(=O)n2cnc3ccccc32)c(C)cc1Cl	-14	9	7	1.1
Cc1cc(N2CCN(C3CCCCC3)CC2)n2nc(C)nc2n1	?	7	?	1.6
CCCc1nc(NCc2ccncc2)c2nnn(Cc3ccccc3F)c2n1	-2	8	0	1
Cc1noc(C)c1S(=O)(=O)N1CCCC(C(=O)NCC2CCCO2)C1 (configuration not stated)	-34	9	4	1.1
Cc1ccc(CSc2nc3c(c(=O)[nH]2)C(c2ccncc2)C2=C(CCCC2=O)N3)cc1 (configuration not stated)	-29	3	2	1.1
CC(=O)c1nn(-c2cccc(Cl)c2)cc1C(=O)c1ccco1	14	14	-4	1.1
Cc1ccccc1Cn1cnc2c(cnn2C(C)(C)C)c1=O	21	27	-5	0.97
CCOC(=O)c1ccc(NC(=O)Cn2nnc(-c3ccc(F)cc3)n2)cc1	9	16	-1	0.85
CC(=O)Nc1cc2ccc(OC(C)=O)cc2oc1=O	?	10	?	0.9
CCc1nn(C(C)C(=O)NC(C)CCc2ccco2)c(=O)c2cc3occc3n12 (configuration not stated)	-6	14	9	1
CN(C(=O)c1ccccc1)c1ccc(OCC(=O)NC2CCS(=O)(=O)C2)cc1 (configuration not stated)	13	3	5	1
O=C1N(CC(=O)N2CCc3ccccc32)CCN1Cc1ccccc1Cl	?	5	?	1.1
COc1ccc(N2CSC3=C(C#N)C(c4cccc(OC)c4OC)CC(=O)N3C2)cc1 (configuration not stated)	?	1	?	1.2
O=S(=O)(NCCOCC(F)(F)F)c1ccc2oc3ccccc3c2c1	-5	6	1	0.99
N#CCSc1nc2cc(C(=O)N3CCCC3)ccc2c(=O)n1Cc1ccccc1	-23	7	7	0.89
COC(=O)c1cc2sccc2n1CC(=O)Nc1cccc(SC)c1	?	3	?	1.2
Cc1ccc(OCCn2cc(/C(N)=N/O)c3ccccc32)cc1C	28	10	-10	1.1
CCCCC(=O)N(c1ccc(OCC)cc1)C1C=CS(=O)(=O)C1 (configuration not stated)	-4	7	-2	1
Cc1ccc(F)cc1NC(=O)C1CCCN(c2ncccn2)C1 (configuration not stated)	?	9	?	1
CC1CCN(C(=O)c2cc(-c3ccc(Cl)c(Cl)c3)on2)CC1	-20	8	10	1
O=C(c1ccc2c(c1)N(Cc1ccccc1)C(=O)CS2)N1CCOCC1	-13	9	-3	1
Cc1cc(NC(=O)c2ccc3c(c2)C(=O)N(Cc2cccnc2)C3=O)no1	-4	7	2	1.1
O=S(=O)(NCC1CCCO1)c1cc(Cl)ccc1Br (configuration not stated)	-20	3	7	0.93
COc1ccc(OC)c(S(=O)(=O)N2CCC(C(=O)NCC3CCCO3)CC2)c1 (configuration not stated)	-24	9	3	1
O=C1Nc2ccccc2C(O)(C(=O)NCc2ccco2)N1c1ccc(Cl)cc1 (configuration not stated)	1	13	-2	1
Cc1nc2c(C(=O)N3CCCC3)c[nH]n2c(=O)c1Cc1ccc(F)cc1Cl	-6	13	0	1
COc1cccc(-n2nnc3c(=O)n(Cc4ccc(C)cc4)cnc32)c1	19	7	-1	1.1

# Further entries follow.
canonical_smiles	VLA-4 antagonist	Prostate diff	VLA-4 allo ag	Autofluor Jurkat
Cn1c(C(=O)NCCCN2CCN(c3ccc(F)cc3)CC2)cc2c(=O)n(C)c3ccccc3c21	0	25	3	1.1
Cn1c(Cn2c(=O)sc3ccccc32)nnc1SCc1ccccc1F	6	13	-5	0.95
c1ccc(-c2nc(N3CCCCCC3)nc(-n3ccnc3)n2)cc1	-16	8	8	1.1
O=C(Nn1cnc2ccccc2c1=O)C1CCCCC1	-1	6	-4	1
CCOc1ccc(CCNC(=O)CCn2cccc2)cc1OCC	-2	12	13	0.87
COc1ccc(N2Cc3ccccc3C2)cc1Cl	-11	7	0	1.2
CC1CCc2nn(CC(=O)Nc3c(F)cc(F)cc3Br)cc2C1 (configuration not stated)	-5	12	3	1
O=C(Nc1cccs1)Nc1ccccc1Cl	-13	2	4	1
COc1cccc(-c2cc(N)nn2C(=O)Nc2ccc(Cl)cc2)c1	9	6	2	1.1
Cc1ccc(S(=O)(=O)NCc2cn3c(C)csc3n2)cc1	6	4	-2	1.1
COc1ccc(-n2c(Cc3cccn3C)nnc2SCC(=O)NCC2CCCO2)cc1 (configuration not stated)	-8	3	4	1
CN1CCN(c2ccccc2NC(=O)C(Cc2ccccc2)n2cccc2)CC1 (configuration not stated)	4	20	3	1
O=C(NCCN1CCOCC1)c1ccc(CS(=O)(=O)Cc2ccccc2F)o1	-5	7	1	1
C=CCNC(=O)CCNS(=O)(=O)c1ccc(Br)cc1	5	1	-6	1
CCOC(=O)c1c(NC(=O)c2noc3c2CCCC3)sc(C)c1C	-7	14	-3	1.1
COc1ccccc1CN1C(=O)CN(C2CCCC2)C(=O)C1c1ccc(F)cc1 (configuration not stated)	-16	9	0	1
FC(F)(F)c1nnc2ccc(NCn3nnc4ccccc43)nn12	-2	9	-3	1
O=C(O)CC(C(=O)Nc1cccc(C(F)(F)F)c1)C1CCCO1 (configuration not stated)	-2	8	4	1
Cn1c(C(=O)NC2CCCCC2)cc2c(=O)n(C)c3ccccc3c21	-21	5	10	0.92
CCc1ccc(C2CC(=O)N3CN(c4ccccc4)CSC3=C2C#N)cc1 (configuration not stated)	-30	1	4	0.91
COc1ccc(-n2c(Cc3cccn3C)nnc2SCC(=O)NCc2ccc(F)cc2)cc1	-9	3	4	1
Cc1ccc(CN2C(=O)CCC2C(=O)NCc2ccc(F)cc2)cc1 (configuration not stated)	-2	8	0	1
CCSc1nc2ccccc2n1S(=O)(=O)c1ccccc1	22	12	-7	1.1
O=C(CSc1nc2c(c(=O)n1-c1ccc(F)cc1)SCC2)Nc1ccc2c(c1)OCO2	-13	6	-1	1
O=C(NCc1ccco1)c1cc(-c2ccc(Cl)cc2)on1	0	14	-1	1.2
CCCCN(CC)S(=O)(=O)N1CCC(C(=O)NCc2ccc(F)cc2)CC1	6	10	-11	0.96
CCOC(=O)c1c(NC(=O)c2ccc(-n3cnnn3)cc2)sc2c1CCCC2	20	15	4	0.94
Cc1ccc(NC(=O)CC2Nc3ccccc3NC2=O)cc1Cl (configuration not stated)	?	2	?	6.7*
CCOc1ccc(NC(=O)c2ccc(F)c(S(=O)(=O)N3CCN(c4ccccn4)CC3)c2)cc1	?	6	?	1.2
CCCNC(=O)CC(NS(=O)(=O)c1ccc(Cl)cc1)c1ccco1 (configuration not stated)	17	9	2	1.1
O=C(Nc1ccccc1-c1ccccc1)NC1CCN(C(=O)N2CCOCC2)CC1	6	3	-5	0.97
O=C(c1cccc(F)c1)N1CCN=C1SCc1cccnc1	-5	2	3	1
CCCc1[nH]nc2c1C(c1ccc(OC(=O)N3CCOCC3)cc1)C(C#N)=C(N)O2 (configuration not stated)	5	5	2	1.1
Cc1ccc(S(=O)(=O)N2CCCC2C(=O)OCc2ccco2)cc1 (configuration not stated)	-34	9	9	1.1
N#Cc1nc(-c2ccco2)oc1NCCc1ccccc1	-25	9	4	0.97
COc1ccc(N2C(=O)NC3CC2(C)Oc2ccccc23)cc1OC (configuration not stated)	19	7	11	0.9
C=COCCn1c(=N)n(CCC)c2ccccc21	?	12	-6	1.3
CCN(CC(=O)NC(=O)NCc1ccco1)Cc1nc2ccccc2c(=O)[nH]1	-2	11	-4	0.98
COc1cccc2cc(C(=O)C3=C(O)C(=O)N(CCCN4CCOCC4)C3c3ccncc3)oc12 (configuration not stated)	-16	4	8	0.93
COc1cc(NS(=O)(=O)N2CCCC2)cc(OC)c1OC	?	1	?	1.1

# Records above printed as active in Prostate diff.
molecule	VLA-4 antagonist	Prostate diff	VLA-4 allo ag
CCN(CCNC(=O)C1CCN(Cc2nc(-c3ccc(Cl)cc3)oc2C)CC1)c1ccccc1	?	66*	?

# Next results follow.
canonical_smiles	VLA-4 antagonist	Prostate diff	VLA-4 allo ag	Autofluor Jurkat
CS(=O)(=O)N(Cc1ccccc1)c1ccc(C(=O)N2CCOCC2)cc1	-14	2	1	1.1
Cc1onc(-c2ccccc2Cl)c1C(=O)N1CCN=C1SCc1cccnc1	?	5	?	1.1
O=C(c1ccc(CS(=O)(=O)c2ccccc2)o1)N1CCOCC1	2	2	3	0.99
Cn1c(=O)c2c(nc3sccn32)n(C)c1=O	-34	4	4	0.93
S=c1[nH]nc(Cc2ccccc2)n1Cc1ccco1	-10	2	1	1.1
Nc1nc2c(s1)CCc1c-2cnn1-c1ccccc1	?	4	?	1.4
Cc1cccc(OCC(=O)Nc2cc(C)ccc2O)c1	4	7	0	1
COC(=O)CSc1nsc(SCC(=O)OC)n1	12	12	4	1
COc1cc2c(N3CCOCC3)cc(O)c(CC(=O)Nc3ccccc3)c2cc1OC	-32	1	8	1
O=C(O)c1c(Cl)c(Cl)c(Cl)c(Cl)c1C(=O)N1CCOCC1	-28	16	10	1

# The closing two entries of the part before are carried over, then new ones follow.
canonical_smiles	VLA-4 antagonist	Prostate diff	VLA-4 allo ag	Autofluor Jurkat
COc1cc2c(N3CCOCC3)cc(O)c(CC(=O)Nc3ccccc3)c2cc1OC	-32	1	8	1
O=C(O)c1c(Cl)c(Cl)c(Cl)c(Cl)c1C(=O)N1CCOCC1	-28	16	10	1
CCOc1cccc(NC(=O)C2CC(=O)N(C)C(=Nc3cccc(F)c3)S2)c1 (configuration not stated)	-1	12	-1	0.99
Cn1c(=O)cc(SCC(=O)NCCCN2CCOCC2)c2ccc(Cl)cc21	0	13	7	0.97
CCOC(=O)N1CCC(NC(=O)C(NS(=O)(=O)c2ccc3c(c2)CCN3C(C)=O)C(C)C)CC1 (configuration not stated)	-6	4	2	0.95
OC1C[N+]2(CCCCC2)C1	-10	8	0	1.1
COC(=O)C(Cc1cncn1COCc1ccccc1)NC(=O)OC(C)(C)C (configuration not stated)	?	19	?	1.2
CCCCN(CC)CCCNC(=O)CS(=O)(=O)Cc1nc(-c2cccc(OC)c2)oc1C	-12	7	2	1.1
CC1Cc2ccccc2N1C(=O)C12CCC(C)(C(=O)C1)C2(C)C (configuration not stated)	-13	11	2	1.1
COc1cccc(-n2c(SCC(=O)N3CCCC3)nc3c([nH]c4ccccc43)c2=O)c1	-5	18	2	0.95
CCOc1ccc(OCC)c(NC(=O)CN(C)S(=O)(=O)c2cnc[nH]2)c1	19	2	9	1
COCCn1c(SCC(=O)N(C(C)C)C(C)C)nnc1-c1cc2ccccc2cc1O	-8	3	-10	1.1
